LDHA inh: qHTS assay for inhibitors of human lactate dehydrogenase. actives 0.15% (n = 480,000). L-lactate dehydrogenase A chain (Homo sapiens), P00338. activity change, % (values are at about 110 or 230 µM). purified LDHA, NADH/diaphorase-resazurin fluorescence; active compounds read low. AID 1347041, 2019; in the data active = activity change below about -30%; inconclusive = mostly about -25% to -30%;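 note: plate controls were DMSO wells for no effect and wells without enzyme for full effect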
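Human LDH5 at 2 nM final in Tris HCl pH 7.4 with 0.06 mM NADH and 0.2 mM pyruvate, reacted 5 minutes at room temperature. Remaining NADH coupled via diaphorase/resazurin; resorufin fluorescence read at 0 and 20 minutes, normalized to enzyme-free and DMSO wells.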
The depositor's hits bear a star.

Results for O=C(Cc1ccc(Cl)c(Cl)c1)NC1(c2ccccc2)CCC1 ?
LDHA inh: -17

Results for CSc1ccccc1NC(=O)C1CC=CCC1 (configuration not stated) ?
LDHA inh: -3

Results for CCn1cnnc1-c1cccc(NC(=O)Cc2ccc3c(c2)CCC3)c1 ?
LDHA inh: 2

What do the screens show for `O=C(c1ccncc1)N(Cc1ccccc1)Cc1cc2ccccc2[nH]c1=O`?
LDHA inh: 1

How did O=C(OCc1cccc2ccccc12)c1cc2ccccc2[nH]1 do in these assays?
LDHA inh: 10

How did CC(C)(C)c1ccc(OCc2nn3c(CN4CCOCC4)nnc3s2)cc1 do in these assays?
LDHA inh: 2

Results for COCCn1c(C)cc(C(=O)CSc2nnc(Nc3ccccc3C)s2)c1C ?
LDHA inh: 6

Results for COc1ccc(S(=O)(=O)Nc2ccccc2OC)cc1NC(=O)c1cccc(-n2cccc2)c1 ?
LDHA inh: -2

Results for CC1CCCN(c2nc3c(c(=O)[nH]c(=O)n3C)n2CCCSc2nc3ccccc3o2)C1 (configuration not stated) ?
LDHA inh: 3

How did O=S1(=O)C[C@H](N2CCN(c3ncccn3)CC2)[C@@H](S(=O)(=O)c2ccccc2)C1 do in these assays?
LDHA inh: 4

What do the screens show for `Cc1ncc(-c2ccc(S(=O)(=O)Nc3cccc(Cl)c3)cc2)o1`?
LDHA inh: -5

Results for O=C(NCCN1CCC(n2c(=O)[nH]c3ccccc32)CC1)c1ccc(F)c(C(F)(F)F)c1 ?
LDHA inh: 3

What do the screens show for `O=C(NC(NC(=O)c1ccccc1)c1cccc(F)c1)c1ccccc1`?
LDHA inh: 0

How did Cc1ccccc1-c1nc(CSc2nc(C)c(C)c(=O)[nH]2)c(C)o1 do in these assays?
LDHA inh: 1

What do the screens show for `Cc1cc(C)cc(-n2c(=O)c3sccc3n(CC(=O)NC3CCc4ccccc43)c2=O)c1` (configuration not stated)?
LDHA inh: -3

Results for CCOc1ccc(CNS(=O)(=O)c2cc(-c3noc(C)n3)cs2)cc1 ?
LDHA inh: 4

What do the screens show for `CCCCCc1ccc(-c2ccc(-c3ccc(O)cc3)cn2)cc1`?
LDHA inh: 11

What do the screens show for `CCCCNCc1ccc(F)cc1`?
LDHA inh: 9

How did O=C(CCc1ccccc1)Nc1c(NC2CCCCC2)c2ccccc2oc1=O do in these assays?
LDHA inh: 0

Results for O=C(Cn1c(=O)n(CCc2ccccc2)c(=O)c2sccc21)c1ccccc1 ?
LDHA inh: 9

Results for CCCc1nc(C#N)c(NCCc2ccc(OC)c(OC)c2)o1 ?
LDHA inh: 8

How did S=C(Nc1ccc(Cl)c(Cl)c1)Nc1nnc(-c2ccncc2)s1 do in these assays?
LDHA inh: -8

What do the screens show for `Cc1cc(C)cc(C(=O)Nc2ccc(N(C)C)cc2)c1`?
LDHA inh: 14

How did Cn1cccc1/C=C(\C#N)c1ccc(Cl)cc1 do in these assays?
LDHA inh: 2

How did CCn1c(=O)c2c(nc(-n3nc(C)cc3C)n2Cc2c(Cl)cccc2Cl)n(C)c1=O do in these assays?
LDHA inh: 7

What do the screens show for `N#Cc1nc(-c2ccc(S(=O)(=O)N3CCOCC3)cc2)oc1NCCN1CCOCC1`?
LDHA inh: 3

What do the screens show for `CCC(=O)Nc1ccccc1-c1nc2ccccc2n(CC(=O)Nc2ccc(C(C)=O)cc2)c1=O`?
LDHA inh: 0

Results for O=C(Nc1ccc(Cc2ccncc2)cc1)Nc1ccc(Cc2ccncc2)cc1 ?
LDHA inh: -3

Results for COC(=O)[C@@]1(Sc2ccc(C)cc2)CC(=O)N(C(=O)c2ccccc2)[C@@H]1c1ccccc1 ?
LDHA inh: 0

What do the screens show for `COC(=O)c1c(COc2ccc(C)nc2[N+](=O)[O-])nc2ccccc2c1C`?
LDHA inh: 1

What do the screens show for `CC(Sc1nc2ccc(F)cc2c(=O)[nH]1)C(=O)NC1CCCCC1` (configuration not stated)?
LDHA inh: -24

How did O=c1c(Cl)c(N2CCN(Cc3nnc(-c4ccc(Cl)cc4)o3)CC2)cnn1-c1ccccc1 do in these assays?
LDHA inh: -4

How did CCn1cnc2c1c(=O)n(CC(=O)N(C)Cc1ccc(Cl)s1)c(=O)n2Cc1ccccc1 do in these assays?
LDHA inh: 11

What do the screens show for `COc1ccc(OC)c(S(=O)(=O)Nc2ccc3c(c2)CCCN3C(=O)c2cccnc2)c1`?
LDHA inh: -5

How did O=S(=O)(Cc1ccccc1Cl)N1CCCc2ccccc21 do in these assays?
LDHA inh: 12

Results for COc1ccccc1CNC(=O)c1cccc(C)c1 ?
LDHA inh: -1

Results for Cc1ccc(C(=O)/C=C/c2ccc(-c3cc(Cl)ccc3Cl)o2)cc1 ?
LDHA inh: 14

Results for CCS(=O)(=O)N1CCCc2cc(C(=O)Nc3c(C)cccc3C(C)C)ccc21 ?
LDHA inh: 3

How did Cc1ccc(S(=O)(=O)NC(N)=NCCC[C@@H](N)C(=O)Nc2cc(C(F)(F)F)ccc2Cl)cc1 do in these assays?
LDHA inh: 1

How did Cc1ccccc1CNC(=O)Cn1cnc(NC(=O)c2ccccc2)n1 do in these assays?
LDHA inh: -19

Reprinted at random: 7 records from the list, in no set order.
What do the screens show for `CC(Sc1nc2ccc(F)cc2c(=O)[nH]1)C(=O)NC1CCCCC1` (configuration not stated)?
LDHA inh: -24

Results for CSc1ccccc1NC(=O)C1CC=CCC1 (configuration not stated) ?
LDHA inh: -3

What do the screens show for `CCCCNCc1ccc(F)cc1`?
LDHA inh: 9

What do the screens show for `COc1ccc(OC)c(S(=O)(=O)Nc2ccc3c(c2)CCCN3C(=O)c2cccnc2)c1`?
LDHA inh: -5

What do the screens show for `COC(=O)c1c(COc2ccc(C)nc2[N+](=O)[O-])nc2ccccc2c1C`?
LDHA inh: 1

How did CC(C)(C)c1ccc(OCc2nn3c(CN4CCOCC4)nnc3s2)cc1 do in these assays?
LDHA inh: 2

Results for O=C(Cc1ccc(Cl)c(Cl)c1)NC1(c2ccccc2)CCC1 ?
LDHA inh: -17

The list goes on:
How did O=C(NCc1coc(-c2cccs2)n1)c1cccc(Br)c1 do in these assays?
LDHA inh: 3

Results for Cc1ccc(CN(C)C(=O)Cn2nc(C)c3ccccc3c2=O)c(C)c1 ?
LDHA inh: 6

What do the screens show for `Clc1cc(CSc2nc3ccccc3o2)cc2c1OCCCO2`?
LDHA inh: -1

Results for CC(NC(=O)c1cccs1)C(=O)N(CC#N)C1CC1 (configuration not stated) ?
LDHA inh: 5

What do the screens show for `CCCCn1c(=O)n(CC(=O)NCC(F)(F)F)c(=O)c2c1ncn2Cc1ccco1`?
LDHA inh: 0

Results for CC1(C)Cc2cccc(OCC(=O)OCc3cc(=O)oc4ccc5ccccc5c34)c2O1 ?
LDHA inh: 7

What do the screens show for `Cc1ccc2[nH]cc(C(C(=O)O)N3CCN(c4cccc(Cl)c4)CC3)c2c1` (configuration not stated)?
LDHA inh: -8

How did Cn1c(C(=O)N(Cc2ccccc2)Cc2ccccc2)cc2c(=O)n3ccccc3nc21 do in these assays?
LDHA inh: -15

How did CC(=O)Nc1ccc(C(C)=O)cc1OCc1cccc(C)c1 do in these assays?
LDHA inh: -20

What do the screens show for `COC(=O)c1ccc(Cl)cc1NC(=O)Cn1c(=O)n(Cc2ccc(F)cc2)c(=O)c2ccccc21`?
LDHA inh: 7

What do the screens show for `C/C(=N\OC(=O)c1ccccc1Br)c1ccc(C)cc1`?
LDHA inh: 3

How did Fc1ccc(-c2cc(C(F)(F)F)[nH]n2)cc1 do in these assays?
LDHA inh: 0

What do the screens show for `Cc1ccc2[nH]cc(CCn3ccc4c(cnc5ncnn54)c3=O)c2c1`?
LDHA inh: 3

What do the screens show for `Cc1ncc(-c2ccc(S(=O)(=O)Nc3ccc(F)c(F)c3)cc2)o1`?
LDHA inh: inconclusive

How did CN(C)C(CNC(=O)c1cc2ccccc2oc1=O)c1cccs1 (configuration not stated) do in these assays?
LDHA inh: -13

Results for CCOc1ccccc1-c1nnc(SCC(=O)Nc2ccc3c(c2)OC2(CCCCC2)O3)o1 ?
LDHA inh: 1

How did O=[N+]([O-])c1nccn1CC(O)CO (configuration not stated) do in these assays?
LDHA inh: -3

What do the screens show for `CN(C)c1ccc(C(=O)OCc2nc(N)c3ccccc3n2)cc1`?
LDHA inh: 0

How did CC(C)c1ccc(-c2csc(NC(=O)COCc3nc4ccccc4c(=O)[nH]3)n2)cc1 do in these assays?
LDHA inh: 2

Results for Cc1nn(-c2ccc(=O)[nH]n2)c2c1C(c1ccc3nccnc3c1)CC(=O)N2 (configuration not stated) ?
LDHA inh: -6

How did Cc1nc(CN2CCN(C(=O)NC(C)Cc3ccco3)CC2)cs1 (configuration not stated) do in these assays?
LDHA inh: 11

What do the screens show for `CC(C)(C)n1ncc2c1NC(=O)CC21C(=O)Nc2c(Cl)cccc21` (configuration not stated)?
LDHA inh: 0

Results for CCOc1cc(/C=N/O)ccc1OCc1ccc(Cl)cc1 ?
LDHA inh: 2

What do the screens show for `COc1ccc(NC(=O)N2CCN(Cc3nc(-c4cccc(C(F)(F)F)c4)no3)CC2)cc1`?
LDHA inh: -1

How did CCN1C(=O)COc2ccc(NC(=O)c3cc(=O)c4cc(C)cc(C)c4o3)cc21 do in these assays?
LDHA inh: -3

Results for O=C(COc1ccc(S(=O)(=O)NC2CCCC2)cc1)NCc1ccncc1 ?
LDHA inh: -9

Results for O=C(Cn1nnc2sc(-c3ccccc3)cc2c1=O)Nc1ccc(F)c(Cl)c1 ?
LDHA inh: 7

What do the screens show for `CCCCc1c(C)nc(Nc2nc(C)c3cc(C)ccc3n2)[nH]c1=O`?
LDHA inh: 4

Results for Cc1nc2cc(F)ccc2cc1C(=O)N1CCC(C)c2ccccc21 (configuration not stated) ?
LDHA inh: 0

How did Cc1nc2ccccc2nc1CS(=O)(=O)CC(=O)NC1CCCC1 do in these assays?
LDHA inh: 1

How did Cc1cccc(-n2ncc3c2ncn2nc(-c4ccco4)nc32)c1 do in these assays?
LDHA inh: -3

How did CCn1nc(C(=O)OC2CCCCC2)c2ccccc2c1=O do in these assays?
LDHA inh: 4

Results for O=C(COC(=O)c1n[nH]c2ccccc12)Nc1ccc(OC(F)(F)F)cc1 ?
LDHA inh: 9

How did COc1ccc(-c2nc(CSCC(=O)Nc3ccc(C#N)cc3)co2)cc1 do in these assays?
LDHA inh: 4

Results for COc1cccc(C2=CC(c3cc(Cl)ccc3OC(F)F)n3ncnc3N2)c1 (configuration not stated) ?
LDHA inh: 2

How did CNC(=O)c1ccc2c(c1)NC(=O)CS2 do in these assays?
LDHA inh: 0

How did O=C(Cn1nnc(-c2ccccc2)n1)c1c[nH]c2ccccc12 do in these assays?
LDHA inh: -1

What do the screens show for `c1ccc(-c2noc(CSc3nnnn3C3CC3)n2)cc1`?
LDHA inh: 2

How did CN(Cc1ccccc1)C(=O)[C@@H]1CCCN1C(=O)[C@@H]1CCCN1C(=O)c1cccc(Cl)c1 do in these assays?
LDHA inh: -2

How did CCC(=O)Oc1cccc2cc(-c3nc(-c4ccc(OC)cc4)no3)c(=O)oc12 do in these assays?
LDHA inh: inconclusive

A draw from above in order of count of non-hydrogen atoms, low to high:
What do the screens show for `CC(C)(C)n1ncc2c1NC(=O)CC21C(=O)Nc2c(Cl)cccc21` (configuration not stated)?
LDHA inh: 0

Results for O=C(COc1ccc(S(=O)(=O)NC2CCCC2)cc1)NCc1ccncc1 ?
LDHA inh: -9

Results for COc1cccc(C2=CC(c3cc(Cl)ccc3OC(F)F)n3ncnc3N2)c1 (configuration not stated) ?
LDHA inh: 2

How did CCN1C(=O)COc2ccc(NC(=O)c3cc(=O)c4cc(C)cc(C)c4o3)cc21 do in these assays?
LDHA inh: -3

(cont.)
What do the screens show for `Cc1c(NC(=O)C(C)(C)c2ccccc2)cccc1C(=O)N1CCc2sccc2C1`?
LDHA inh: -2

How did Cc1nn(Cc2cccc(F)c2)c(C)c1NS(=O)(=O)c1c(C)nn(C)c1C do in these assays?
LDHA inh: 2

How did N#Cc1ccc(-c2nc3c(Cl)cc(C(F)(F)F)cn3c2Cc2ccsc2)cc1 do in these assays?
LDHA inh: -1

Results for CCN(Cc1ccccc1)C(=O)Cn1c(=O)c2c(ncn2C)n(C)c1=O ?
LDHA inh: 3

Results for CCCCN(Cc1ccccc1)c1ccc(NS(=O)(=O)c2ccc(CC(C)C)cc2)cc1C(=O)O ?
LDHA inh: -2

Results for CNC(=O)c1ccc(CN(C)CCc2cccs2)cc1 ?
LDHA inh: 2

What do the screens show for `Cc1ccc(-c2cnc(CCC(=O)Nc3cccc(Cl)c3)o2)cc1C`?
LDHA inh: 5

How did C=CCC1Cc2ccccc2C(CC=C)N1 (configuration not stated) do in these assays?
LDHA inh: 2

What do the screens show for `CCN(Cc1nc2ccccc2c(=O)[nH]1)C(=O)CNC(=O)c1ccc(Cl)cc1`?
LDHA inh: 1

Results for COc1cccc(C(=O)OCc2ccccc2C#N)c1 ?
LDHA inh: -4

How did CC(C)c1ccc(NC(=O)COC(=O)C2CCN(c3ccc(C(F)(F)F)cn3)CC2)cc1 do in these assays?
LDHA inh: 16

What do the screens show for `COc1cc(SC)ccc1C(=O)Oc1cccc(F)c1`?
LDHA inh: 9

Results for O=C(O)c1cccc(Nc2nc3ccccc3nc2NS(=O)(=O)c2ccc(Br)cc2)c1 ?
LDHA inh: 4

Results for Cc1ccc(-c2cc(C(=O)Nc3ccc(F)cc3)c3ccccc3n2)o1 ?
LDHA inh: 6

What do the screens show for `CC(NC(=O)c1ccc(CS(C)(=O)=O)cc1)c1ccccc1F` (configuration not stated)?
LDHA inh: -13

How did NC(=O)CCN1CCN(S(=O)(=O)c2cc(F)ccc2F)CC1 do in these assays?
LDHA inh: 1

What do the screens show for `CC(C)c1ccccc1NC(=S)NNC(N)=O`?
LDHA inh: 2

What do the screens show for `CC(C)C[C@@H]1O[C@H](C(C)C)Cc2[nH][nH]c(=O)c21`?
LDHA inh: -1

How did Cc1cc(=O)oc2cc(OCC(=O)Nc3ccc(Oc4ccccc4)cc3)ccc12 do in these assays?
LDHA inh: 10

How did Cc1cc(NC(=O)CCc2ncc(-c3ccccc3Cl)o2)ccc1Br do in these assays?
LDHA inh: -10

Not all compounds are listed, so the mix of outcomes need not match the whole.
